Compound activity as filed in PubChem BioAssay.
EPAC1 antag: antagonists of human EPAC1 | O95398 | EPAC1 GEF assay, Rap1b-BODIPY-GDP exchange fluorescence | Potency, µM (doses to about 115 µM), inactives show at the top dose activity change, negative = inhibition, hits mostly inhibitors | hit rate 0.14% among 360,000 | AID 720709;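 note: potency is the fitted concentration of half-maximal effect; plate controls were vehicle for no effect and positive control for full effect; nearly all actives have a fitted effect of over 50% in size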
CCT chaperon mod: modulators of cytosolic chaperonin (CCT/TRiC) activity | purified chaperonin ATPase assay, HTRF ADP detection, 30 min | activity change, % (no concentration beside the values), hits read low | hit rate 0.3% among 360,000; in the data active = activity change below about -30%; note: % is set by controls: 0 for no effect and ±100 for the full control effect
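TRiC at 40 or 20 nM final (batch-dependent) in 30 mM Tris pH 7.4, 100 mM KCl, 5 mM MgCl2, 1 mM DTT, with compound at single 76 uM and 10 uM ATP, 30 min at 37 deg C. ADP detected by HTRF Transcreener, 665/615 ratio.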
EPAC2 antag: blocks human EPAC2 exchange factor; Q8WZA2; EPAC2 GEF exchange of Rap1B-BODIPY-GDP, fluorescence; Potency, µM (series often up to 114 µM), inactives show top-dose activity, negative = inhibition, most hits filed as inhibitors; hit rate 0.18% among 360,000; AID 720708; note: potency is the fitted concentration of half-maximal effect; % is set by controls: 0 for no effect and ±100 for the full control effect; nearly all actives have a fitted effect of over 45% in size; many of its hits are not listed in these tables
WRN helicase inh: WRN helicase (human) inhibition. WRN helicase unwinding, fluorescent forked duplex, kinetic. hit rate 0.46% among 360,000. Q14191. Potency, µM (titrated, usually from 114 µM), for inactives: top-dose activity change, negative = inhibition, usual class: inhibitors; note: potency is the fitted concentration of half-maximal effect; % is set by controls: 0 for no effect and ±100 for the full control effect; nearly all actives have a fitted effect of over 55% in size
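Primary qHTS, 1536-well format. 20 nM WRN + compound, 15 min RT; start with 100 nM forked fluorophore/quencher duplex, 2 mM ATP (final); kinetic read ex 525/em 598 nm.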
MmCpn inh: M. maripaludis TRiC chaperonin inhibition. purified Mm-Cpn ATPase, ADP Transcreener TR-FRET. Potency, µM (titrated, usually from 76.9 µM), inactives show top-dose activity, negative = inhibition, usual class: inhibitors. hit rate 0.031% among 330,000; note: potency is the fitted concentration of half-maximal effect; % is set by controls: 0 for no effect and ±100 for the full control effect; nearly all actives have a fitted effect of over 80% in size
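ATP (10 uM final) was added to archaeal chaperonin (25 nM final) after 10 min exposure to test compound at 37°C; after 30 min further incubation, ADP was detected by competitive TR-FRET.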
EPAC1 agonist: EPAC1 (human) agonism; O95398; EPAC1 agonist qHTS, biochemical assay; response scale: 100% = response to 6.5 mM cAMP; Potency, µM (doses to about 154 µM), for the others: at the top dose activation, hits mostly activators; hit rate 0.073% among 360,000; note: potency is the fitted concentration of half-maximal effect; nearly all actives have a fitted effect of over 60% in size
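Nucleotide exchange assay: 100 nM EPAC1 with 250 nM Rap1B loaded with BODIPY-GDP and 50 uM GDP, room temperature. Fluorescence (480/540 nm) read every 5 min for 30 min; signal change normalized to 6.5 mM cAMP as full agonist.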
PLK1 PBD inh: blocks phosphopeptide binding to human PLK1 polo-box domain; Potency, µM, for the others: max response, negative = inhibition, hits mostly inhibitors; Plk1 PBD binding of FITC phosphopeptide, fluorescence polarization; hit rate 2.8% among 360,000; note: potency is the fitted concentration of half-maximal effect; series mostly up to about 57 µM; % is set by controls: 0 for no effect and ±100 for the full control effect; nearly all actives have a fitted effect of over 65% in size
PI5P4Ka inh: PI5P4K alpha (human) kinase inhibition | P48426 | PI5P4Kalpha enzyme, ADP-Glo luminescence, 60 min; hits give low values | max response, % | hit rate 1.2% among 330,000; active = max response of -50% or lower; inconclusive = between -30% and -50%; inactive = -30% or higher; note: value at the top dose of about 77 µM; % is set by controls: 0 for no effect and ±100 for the full control effect
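PI5P4Kalpha ADP-Glo assay; 5 microM ATP final; 60 min RT reaction; HEPES pH 7.4/EGTA/CHAPS, 5% DMSO; controls lacking substrate or enzyme; luminescent end-point.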
* hit, by the source's call; ? = inconclusive; · = not tested or not shown; [ ] = another dose, or the depositor's remark. Unless noted, calls come from the whole dose curve; as a rule, active = well fitted curve in the direction sought with a large enough effect; inconclusive = small, poorly fitted or top-dose-only effect, or another doubt; inactive = no such curve, though single readings can be large; an effect the other way counts as inactive or inconclusive. The list is partial (hit frequency here may not be typical).

cpd | compound | EPAC1 antag | CCT chaperon mod | EPAC2 antag | WRN helicase inh
1 | CC1CC(C)CN(CCCNC(=O)c2ccc3c(c2)N(Cc2ccccc2)C(=O)c2ccccc2S3=O)C1 (stereo not given) | -9% | -1.7 | 5% | -3%
2 | C[C@H](CO)N1C[C@H](C)[C@@H](CN(C)C(=O)Nc2ccc3c(c2)OCO3)Oc2c(NC(=O)Nc3ccc(C(F)(F)F)cc3)cccc2C1=O | -10% | -3.8 | -12% | -6%
3 | Cc1ccc(S(=O)(=O)N2CCOCC2)cc1NC(=O)CSc1nccn1C | 9% | 2.0 | 14% | -16%
4 | COCCNC(=O)COc1ccc(C)cc1C(=O)c1cc(C#N)c(=O)n(C2CC2)c1 | -8% | 0.9 | 4% | 5%
5 | CCCCOc1ccc(C(=O)NCCc2ccccc2)cc1 | -3% | 1.3 | -8% | 3%
6 | Cc1onc(-c2c(Cl)cccc2Cl)c1C(=O)N1CCc2ccccc21 | -23% | 0.3 | -4% | -4%
7 | O=C(CSc1nnnn1C1CCCCC1)Nc1ccc2c(c1)OCO2 | -4% | -2.1 | 3% | -4%
8 | C=CCN1C(=O)C(O)(CC(=O)c2ccco2)c2cc(Br)ccc21 (stereo not given) | 11% | 0.3 | 3% | -7%
9 | COc1cccc(/C=N/NC(=O)CCNc2n[nH]c(=O)[nH]c2=O)c1OC | -19% | 0.8 | 6% | -18%
10 | N=c1c2c3c(sc2ncn1Nc1ccccc1)CCC3 | -3% | 0.1 | 2% | 1%

cpd | MmCpn inh | EPAC1 agonist | PLK1 PBD inh | PI5P4Ka inh
1 | -2% | 16% | 1% | 0
2 | -1% | -12% | -4% | 21
3 | 0% | -1% | 3% | 14
4 | -2% | 10% | -10% | 2
5 | -1% | 3% | 2% | 5
6 | 3% | 12% | -9% | ·
7 | 0% | -1% | -7% | ·
8 | -1% | -6% | 0% | 7
9 | 0% | -3% | -10% | -2
10 | 1% | 8% | -5% | -14

Next part
cpd | compound | EPAC1 antag | CCT chaperon mod | EPAC2 antag | WRN helicase inh
11 | OC(COc1c(F)cc(Br)cc1F)CN1CCN(c2ccc(F)cc2)CC1 (stereo not given) | 0% | -1.1 | -6% | -3%
12 | COc1ccccc1Nc1ncccc1C(=O)NCc1ccccc1 | 9% | -1.0 | 2% | 7%
13 | Cc1nc2c(c(=O)n1CCC1=CCCCC1)c1nc3ccccc3nc1n2/N=C/c1ccccc1 | -12% | 1.8 | -2% | -20%
14 | CC(=O)N1CCN(S(=O)(=O)c2cccc(C(=O)OCC(=O)N(CCC#N)c3ccc(F)cc3)c2)CC1 | -24% | 1.5 | 6% | -1%
15 | CC(=O)N1c2ccc(S(=O)(=O)NCC3CCC(C(=O)NC4CCCCC4C)CC3)cc2CC1C (stereo not given) | -17% | -1.0 | 47%[activator] | -1%
16 | COC(=O)C1CCN(c2cc(=O)n(-c3ccccc3Cl)c(=O)[nH]2)CC1 | 17% | -0.6 | 11% | -3%
17 | O=S(=O)(N/N=C\c1ccc2c(c1)OCO2)c1ccc(Cl)cc1 | 32% | 1.1 | 11% | 11%
18 | O=C(Nc1cccc(-n2cccn2)c1)C1CCCN(Cc2ccc(C#CCCO)cc2)C1 (stereo not given) | 2% | -0.7 | 2% | -2%
19 | CCC(=O)c1ccc(OCC(=O)NCC2COc3ccccc3O2)cc1 (stereo not given) | 18% | 1.9 | 4% | 2%
20 | COc1ccc(CCNC(=O)CSc2nc3[nH]ncc3c(=O)[nH]2)cc1OC | 7% | 1.3 | 1% | -3%

cpd | MmCpn inh | EPAC1 agonist | PLK1 PBD inh | PI5P4Ka inh
11 | 2% | -4% | -7% | -7
12 | 0% | 4% | -4% | ·
13 | -21% | 4% | 3% | ·
14 | 0% | 12% | -9% | 2
15 | 4% | -11% | 27µM* | -1
16 | -2% | -3% | -6% | ·
17 | 0% | 8% | -11% | ·
18 | -2% | 14% | -1% | -1
19 | 1% | -1% | -10% | -2
20 | -1% | 4% | 1% | -6

Ordered by length of the SMILES (lowest first): part of the list above
cpd | compound | EPAC1 antag | CCT chaperon mod | EPAC2 antag | WRN helicase inh
17 | O=S(=O)(N/N=C\c1ccc2c(c1)OCO2)c1ccc(Cl)cc1 | 32% | 1.1 | 11% | 11%
11 | OC(COc1c(F)cc(Br)cc1F)CN1CCN(c2ccc(F)cc2)CC1 (stereo not given) | 0% | -1.1 | -6% | -3%
20 | COc1ccc(CCNC(=O)CSc2nc3[nH]ncc3c(=O)[nH]2)cc1OC | 7% | 1.3 | 1% | -3%
16 | COC(=O)C1CCN(c2cc(=O)n(-c3ccccc3Cl)c(=O)[nH]2)CC1 | 17% | -0.6 | 11% | -3%
13 | Cc1nc2c(c(=O)n1CCC1=CCCCC1)c1nc3ccccc3nc1n2/N=C/c1ccccc1 | -12% | 1.8 | -2% | -20%
15 | CC(=O)N1c2ccc(S(=O)(=O)NCC3CCC(C(=O)NC4CCCCC4C)CC3)cc2CC1C (stereo not given) | -17% | -1.0 | 47%[activator] | -1%
14 | CC(=O)N1CCN(S(=O)(=O)c2cccc(C(=O)OCC(=O)N(CCC#N)c3ccc(F)cc3)c2)CC1 | -24% | 1.5 | 6% | -1%

cpd | MmCpn inh | EPAC1 agonist | PLK1 PBD inh | PI5P4Ka inh
17 | 0% | 8% | -11% | ·
11 | 2% | -4% | -7% | -7
20 | -1% | 4% | 1% | -6
16 | -2% | -3% | -6% | ·
13 | -21% | 4% | 3% | ·
15 | 4% | -11% | 27µM* | -1
14 | 0% | 12% | -9% | 2

(continued)
cpd | compound | EPAC1 antag | CCT chaperon mod | EPAC2 antag | WRN helicase inh
21 | Cc1cccc(NC(=O)CNC(=O)COc2ccc(-c3ccc(C#N)cc3)cc2)c1C | -30% | 0.6 | 12% | -16%
22 | O=C(O)CCC(=O)N1CCOc2ccc(Cl)cc21 | -4% | -1.9 | 6% | 3%
23 | Cc1nnc(NC(=O)CSc2nc3[nH]ncc3c(=O)[nH]2)s1 | -6% | 1.5 | -3% | -3%
24 | Cc1ccc(S(=O)(=O)N2CCOC2CNC(=O)C(=O)NCc2ccc3c(c2)OCO3)cc1 (stereo not given) | -8% | 0.7 | 3% | -3%
25 | Cc1ccc(S(=O)(=O)NCCC(=O)NC2CCN(Cc3ccccc3)CC2)cc1 | 5% | -0.9 | -5% | 11%
26 | CC(C)(C)c1ccc(C(=O)NC(=O)COC(=O)c2ccco2)cc1 | -12% | -1.6 | 4% | -1%
27 | NC(=O)c1ccc(C(=O)c2ccc([N+](=O)[O-])cc2)cc1 | -10% | -8.0 | 8% | -4%
28 | COc1ccc(C(NC(=O)/C=C/c2ccco2)c2ccc(OC)cc2)cc1 | -1% | -8.7 | 2% | -17%
29 | Cc1[nH]c2ccccc2c1C(=O)COC(=O)c1ccc[n+]([O-])c1 | -5% | -2.3 | 6% | 3%
30 | CCC(C)[C@H]1CN=C(N)N1CCc1cccc2ccccc12 (stereo not given in full) | -12% | -0.4 | 0% | 1%

cpd | MmCpn inh | EPAC1 agonist | PLK1 PBD inh | PI5P4Ka inh
21 | -1% | 1% | -12% | -1
22 | 0% | -7% | -6% | 0
23 | -6% | -2% | -17% | -2
24 | -2% | -12% | 0% | -8
25 | 2% | 9% | -9% | -6
26 | 0% | -6% | -2% | -1
27 | 0% | 7% | -14% | 2
28 | 2% | -10% | ? | -28
29 | -1% | 5% | 3% | -5
30 | · | -18% | -14% | -5

The listing continues:
cpd | compound | EPAC1 antag | CCT chaperon mod | EPAC2 antag | WRN helicase inh
31 | O=C(Nc1ccc(F)cc1F)NC1CC1 | 16% | -0.4 | 26% | -6%
32 | Nc1c(NC2CCCCC2)c2ccccc2oc1=O | 3% | -4.3 | -1% | -3%
33 | CC(=O)c1ccc(O)c(CSc2nncn2C)c1 | 2% | -2.1 | 5% | 0%
34 | Cc1ccc(NC(=O)CCC(=O)NNS(=O)(=O)c2ccccc2)cc1C | -3% | -0.7 | -1% | -17%
35 | COc1ccc(OCC(O)Cn2c(=N)n(CCN3CCOCC3)c3ccccc32)cc1 (stereo not given) | -7% | 0.9 | -3% | 1%
36 | CC(=O)N1CCN(S(=O)(=O)c2ccccc2)C1c1ccccc1 (stereo not given) | 0% | -4.6 | 3% | 3%
37 | COc1cccc(/C=C/C(=O)c2ccc(NC3=NCCCS3)cc2)c1 | -15% | -2.0 | -4% | -3%
38 | O=C(CCCc1ccccc1)NCc1cccnc1 | -6% | 2.1 | -3% | -3%
39 | COc1cccc(C#Cc2ccc3c(c2)O[C@@H](CN(C)C(=O)c2ccccn2)[C@@H](C)CN([C@H](C)CO)S3(=O)=O)c1 | -12% | 1.3 | -8% | -1%
40 | NCCCC[C@H](N)c1nnc([C@H](CC(=O)O)NC(=O)C2CCNCC2)o1 | -15% | -1.6 | 5% | -2%

cpd | MmCpn inh | EPAC1 agonist | PLK1 PBD inh | PI5P4Ka inh
31 | 2% | -2% | -5% | -2
32 | -2% | 6% | -12% | ·
33 | 0% | 0% | -5% | 1
34 | 1% | -3% | 27µM* | -8
35 | -3% | 4% | -28% | 0
36 | 0% | 5% | -5% | ·
37 | -16% | 4% | -8% | -9
38 | 0% | 18% | 0% | ·
39 | · | -4% | -6% | 0
40 | · | 12% | -3% | 19

More records
cpd | compound | EPAC1 antag | CCT chaperon mod | EPAC2 antag | WRN helicase inh
41 | COc1ccc(C)cc1NC(=O)COC(C)=O | -1% | -0.9 | -2% | 1%
42 | COc1cc(OC)cc(C(=O)n2nc(C)cc2C)c1 | 3% | -4.0 | 8% | 1%[57.1 µM]
43 | Cc1cccc(Cn2c(C)nc3ccc([N+](=O)[O-])cc3c2=O)c1 | -4% | -1.2 | -17% | 10%
44 | CC(SC1=Nc2ccccc2C2CC=NN12)C(=O)NC1(C#N)CCCCC1 (stereo not given) | -7% | 1.8 | 8% | -1%
45 | CC(NC(=O)c1ccc2c(c1)OCO2)C1CCCO1 (stereo not given) | 5% | -4.0 | -3% | 2%
46 | COc1ccc(CCN2C(=O)CN=C2Nc2ccc(F)cc2)cc1OC | -2% | -3.2 | 1% | -2%
47 | CCc1ccc(S(=O)(=O)Nc2c(C)nn(C)c2C)cc1 | 13% | 0.0 | 14% | 10%
48 | CN1C(=O)c2cccc3c(S(=O)(=O)Nc4ccc(O)c(C(=O)O)c4)ccc1c23 | -26% | -2.5 | 0% | ?
49 | CC(C)c1ccc(/C=N/NC(=O)c2cccc(S(=O)(=O)N3CCOCC3)c2)cc1 | -9% | 1.9 | 3% | 1%

cpd | MmCpn inh | EPAC1 agonist | PLK1 PBD inh | PI5P4Ka inh
41 | 0% | 3% | -1% | ·
42 | -1% | 3% | 2% | ·
43 | 0% | -6% | -11% | 3
44 | 0% | -6% | -9% | 3
45 | 0% | 7% | -9% | ·
46 | 2% | 1% | ? | -12
47 | 0% | -4% | -2% | ·
48 | 0% | -3% | -5% | -10
49 | 1% | 4% | -3% | 3
